FEN1 inhibitor – inhibitors of human flap endonuclease 1 | Recombinant FEN1 flap cleavage, fluorescence, 15 min | AID 588795 | 390,000 tested, 0.35% active | Potency, µM (titrated, usually from 114 µM), without a hit: at the top dose activity change, negative = inhibition, actives largely listed as inhibitors; note: nearly all actives have a fitted effect of over 65% in size
Target sequence (P39748 whole entry, looked up): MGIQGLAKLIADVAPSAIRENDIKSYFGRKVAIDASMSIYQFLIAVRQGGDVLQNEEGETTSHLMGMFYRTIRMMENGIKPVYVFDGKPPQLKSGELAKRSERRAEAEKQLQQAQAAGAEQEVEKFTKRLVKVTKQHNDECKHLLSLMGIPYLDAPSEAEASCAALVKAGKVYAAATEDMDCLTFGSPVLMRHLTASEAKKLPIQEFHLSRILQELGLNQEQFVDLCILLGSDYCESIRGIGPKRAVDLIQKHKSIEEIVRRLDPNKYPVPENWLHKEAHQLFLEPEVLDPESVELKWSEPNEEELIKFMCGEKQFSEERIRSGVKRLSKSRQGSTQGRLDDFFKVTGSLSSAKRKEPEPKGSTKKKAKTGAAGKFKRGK
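Potency values derive from four-parameter Hill fits of normalized qHTS data. The reaction used 10 nM FEN1 preincubated 15 min at room temperature with compound, then 50 nM DNA substrate, read at 0 and 15 min.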
TDP1 block – inhibitors of human tyrosyl-DNA phosphodiesterase TDP1 | AID 485290 | 350,000 tested, 0.28% active | Potency, µM (top dose mostly 130 µM), for the others: at the top dose activity change, negative = inhibition, most hits filed as inhibitors | recombinant TDP1, AlphaScreen DNA substrate cleavage | Q9NUW8; note: nearly all actives have a fitted effect of over 40% in size
Target sequence (Q9NUW8 whole entry, looked up): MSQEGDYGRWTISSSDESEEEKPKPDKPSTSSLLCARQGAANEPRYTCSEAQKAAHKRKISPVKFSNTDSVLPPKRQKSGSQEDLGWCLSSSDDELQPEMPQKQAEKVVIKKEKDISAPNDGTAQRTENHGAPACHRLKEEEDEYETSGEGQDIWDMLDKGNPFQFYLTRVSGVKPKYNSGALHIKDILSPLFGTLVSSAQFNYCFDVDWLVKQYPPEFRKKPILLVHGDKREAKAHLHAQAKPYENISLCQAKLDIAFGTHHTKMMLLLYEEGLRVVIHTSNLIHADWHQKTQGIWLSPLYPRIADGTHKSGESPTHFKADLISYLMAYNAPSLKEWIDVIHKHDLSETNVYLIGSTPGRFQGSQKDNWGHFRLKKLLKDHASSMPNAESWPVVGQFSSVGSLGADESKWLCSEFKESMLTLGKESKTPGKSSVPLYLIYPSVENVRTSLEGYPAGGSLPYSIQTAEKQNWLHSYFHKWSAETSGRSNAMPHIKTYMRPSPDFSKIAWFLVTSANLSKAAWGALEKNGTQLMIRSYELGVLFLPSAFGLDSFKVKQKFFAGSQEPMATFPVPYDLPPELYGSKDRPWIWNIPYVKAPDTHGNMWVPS
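Here, a 5' biotin and 3' phosphotyrosine-FITC DNA oligonucleotide reports Tdp1 activity: intact substrate bridges AlphaScreen beads, while cleavage leaves a 3' phosphate and drops signal. All incubations at room temperature.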
N370S GC – inhibits or activates N370S mutant glucocerebrosidase. N370S GC spleen homogenate, 4MU-glucoside fluorescence. 330,000 tested, 0.092% active. P04062. AID 2101. Potency, µM (series often up to 59.4 µM), for inactives: top-dose activity change, negative = inhibition, hits mostly inhibitors;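 note: 0% = full enzyme activity and -100% = no enzyme basal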
* = called active by the depositor; u = inconclusive; x = no result given; & = joins results of further samples; [ ] = another dose, or the depositor's remark. Calls come from the whole dose curve; as a rule, active = well fitted curve in the direction sought with a large enough effect; inconclusive = small, poorly fitted or top-dose-only effect, or another doubt; inactive = no such curve, though single readings can be large; an effect the other way counts as inactive or inconclusive. Unless noted, % is set by controls: 0 for no effect and ±100 for the full control effect; potency is the fitted concentration of half-maximal effect.

Start of the data: the first 2 compounds, to show the layout:
compound	FEN1 inhibitor	TDP1 block	N370S GC
Cc1ccc(-c2nnc3c4ccccc4c(C)nn23)cc1NC(=O)c1cccc(Br)c1	16%	-1%	x
COc1ccc(CNC(=O)COCc2cc(-c3cccs3)on2)cc1	-7%	6%	x

The listing, previewed entries included:
compound	FEN1 inhibitor	TDP1 block	N370S GC
Cc1ccc(-c2nnc3c4ccccc4c(C)nn23)cc1NC(=O)c1cccc(Br)c1	16%	-1%	x
COc1ccc(CNC(=O)COCc2cc(-c3cccs3)on2)cc1	-7%	6%	x
Cc1ccc(C(=O)N/C(=C\c2ccccc2)C(=O)OCc2ccccc2)cc1	4%	1%	u
O=C(CN1C(=O)c2cccc3cccc1c23)Nc1ccc(S(=O)(=O)N2CCOCC2)cc1	3%	2%	-8%
Cc1cc(/C=C2\NC(=O)NC2=O)c(C)n1-c1ccc(N2CCOCC2)cc1	14%	9%	-8%
COc1c(O)ccc2cnn(-c3ccccc3C)c(=O)c12	-4%	-2%	-4%
O=C(NCCc1ccccc1)c1cccc(S(=O)(=O)NCc2ccccc2)c1	-14%	-1%	1%
COc1cccc(NC(=O)C(Cc2ccccc2)n2cccc2)c1 (stereo not drawn)	-23%	8%	1%
COc1ccc([N+](=O)[O-])cc1NC(=O)C(C)OC(=O)C1CCC1 (stereo not drawn)	-4%	x	-3%
CCOC(=O)c1c(NC(=O)COC(=O)c2nccnc2N)sc2c1CCC2	15%	-9%	x
S=c1[nH]nc(CCc2ccccc2)n1Cc1ccccc1	-3%	6%	-20%
Cc1c(C(=O)Nc2ccncc2)sc2nc(-c3ccccc3)cn12	-8%	-13%	-8%
COc1ccccc1NCc1cccn1-c1nnc(N2CCCCCC2)s1	-15%	8%	x
Cc1cc(C)cc(NC(=S)NCC2CCN(C(C)c3ccccc3)C2)c1 (stereo not drawn)	5%	5%	-20%
Cc1cc(C)cc(N2C(=O)CC(c3ccccc3)CC2=O)c1	-13%	1%	x
Cc1ccc(S(=O)(=O)N2CC(=O)Nc3ccccc32)cc1	-9%	7%	-25%
NCCCC[C@H]1CNC(=O)C(=O)N1CCC12CC3CC(CC(C3)C1)C2	-6%	6%	-2%
C#CCOCCOCCOCCNc1nc(N2CCN(C(=O)Cn3cc(CCCN=C(N)N)nn3)CC2)nc(N2CCN(C(=O)[C@H](CCCCN)n3cc(CCCC)nn3)CC2)n1	-2%	0%	-6%
CC(=O)c1sc(NC(=O)c2ccc(C)c(C)c2)nc1C	-6%	6%	4%
O=C(CC1SC(=O)NC1=O)Nc1ccc(Cl)cc1 (stereo not drawn)	-10%	-5%	6%
COC(=O)Oc1ccc(/C=N/NC(=O)CN(c2ccccc2Br)S(C)(=O)=O)cc1OC	-12%	-2%	17%
CCCc1noc(-c2ccc(-c3ccccc3)cc2)n1	-2%	2%	8%
Cc1cccc(CN2CCCC(C(=O)c3ccc4c5c(cccc35)CC4)C2)n1 (stereo not drawn)	-5%	11%	-7%
CCCC(=O)NCc1nc2cccnc2n1Cc1ccc(F)cc1	-3%	5%	x
CC(C)c1ccc(COC(=O)CN2C(=O)NC3(CCCCC3C)C2=O)cc1 (stereo not drawn)	-2%	-10%	-27%

Following part
compound	FEN1 inhibitor	TDP1 block	N370S GC
O=C(CCc1ccccc1)NCc1cccnc1	-3%	-4%	-15%
O=C(O)C(Oc1ccc2c(-c3ccccc3)cc(=O)oc2c1)c1ccccc1 (stereo not drawn)	-8%	x	-3%
CCC(=O)Nc1cccc(C(=O)/C=C/c2ccccc2)c1	-15%	x	12%
O=C1NC2(CCCCCC2)Oc2ccccc21	-4%	-1%	5%
O=S(=O)(Nc1ccccc1O)c1ccc(-c2ccccc2)cc1	-20%	-3%	-3%
O=C(O)CC1C(=O)NCCN1C/C=C/c1ccccc1 (stereo not drawn)	11%	7%	5%
Cc1ccc(S(=O)(=O)C(C#N)c2nc3ccccc3nc2N2CCCCC2)cc1 (stereo not drawn)	x	7%	5%
CC(C)(CN1CCN(c2ccccc2)CC1)NS(=O)(=O)c1ccccc1	1%	4%	-17%
COc1cccc(C(=O)Nc2ccc(C(=O)O)cc2)c1	1%	-3%	0%
O=C(Nc1nnc(CCc2ccccc2)s1)c1cccs1	0%	0%	2%
CCc1ccc(S(=O)(=O)c2nnn3c2nc(NCc2ccccc2OC)c2cc(Cl)ccc23)cc1	4%	-2%	x
COc1cccc(C(=O)N2CCC(n3nccc3NC(=O)CCOc3ccccc3)CC2)c1	-14%	6%	-4%
CN1C(=O)C(C(=O)NC(C)(C)C)C2c3ccccc3OC13CCCCC23 (stereo not drawn)	3%	5%	u
O=C(COC(=O)c1ccc(Br)o1)NC12CC3CC(CC(C3)C1)C2	-8%	0%	x
Cc1ccc(OCC(=O)O/N=C(\N)Cc2ccc(Cl)cc2)cc1	-13%	x	17%
CCCCCC(=O)OC(CN1CCCCC1)CN1CCCC1=O (stereo not drawn)	1%	4%	-11%
CCc1nnc(NC(=O)[C@@H](NC(=O)c2cc(OC)cc(OC)c2)C(C)C)s1	-1%	5%	21%
COc1ccc(S(=O)(=O)N2CCN(c3ccc(Cl)c(Cl)c3)CC2)c2ccccc12	1%	1%	x
CC(OC(=O)c1ccccc1NS(=O)(=O)c1cccc(N)c1)C(=O)N(C)Cc1ccccc1 (stereo not drawn)	6%	2%	4%
CSc1ccccc1NC(=O)CN(C)CC(=O)Nc1ccccc1C(F)(F)F	1%	0%	4%
O=C(COC(=O)CNC(=O)c1sc2ccccc2c1Cl)Nc1c(Cl)cc(Cl)cc1Cl	0%	0%	-6%
CCOc1ccc(NC(=O)CSc2oc(-c3ccco3)nc2S(=O)(=O)c2ccccc2)cc1	6%	6%	x
Cn1cccc1/C=C1\SC(=Nc2ccc(O)cc2)NC1=O	-10%	5%	u
Cn1c(SCC(=O)Nc2cccnc2Cl)nnc1-c1ccco1	-1%	-2%	x
Cc1cccc(NC(=O)C2Cc3ccccc3O/C2=N\O)c1 (stereo not drawn)	-7%	x	-13%

4 entries out of the list above, ordered by their value in TDP1 block, ascending:
SMILES	TDP1 block
COc1cccc(C(=O)Nc2ccc(C(=O)O)cc2)c1	-3%
CCCc1noc(-c2ccc(-c3ccccc3)cc2)n1	2%
CCc1nnc(NC(=O)[C@@H](NC(=O)c2cc(OC)cc(OC)c2)C(C)C)s1	5%
S=c1[nH]nc(CCc2ccccc2)n1Cc1ccccc1	6%

Carrying on.
Values in the order – FEN1 inhibitor | TDP1 block | N370S GC
- O=C(NC1(C(F)(F)F)N=C2SCCN2C1=O)c1ccccc1 (stereo not drawn)
    -12% | 4% | -5%
- C#Cc1ccc([C@@H]2C=C(C(=O)N3CCN(Cc4ccc5c(c4)OCO5)CC3)O[C@H](OCC)[C@H]2CCCO)cc1
    -1% | 9% | u
- CCOC(=O)C1(Cc2ccc(Cl)cc2)CCN(Cc2cnc(N)nc2)CC1
    -1% | x | -3%
- Cc1ccc(NC(=O)C2CCN(c3nc4ccccc4[nH]3)CC2)c(C)c1
    -9% | 5% | x
- O=C(Sc1cccc2cccnc12)c1ccc(F)cc1
    x | 0% | -3%
- N#Cc1nc(-c2ccccc2F)oc1NCCN1CCOCC1
    -1% | 6% | 5%
- C[C@H]1NC(=O)[C@@]2(C)[C@@H](c3ccccc3)[C@H]3COc4ccccc4[C@@H]3N2C1=O
    0% | 0% | x
- CCc1ccc(-n2nc(C)c3c(C)cc(=O)n(CC(=O)NCc4ccc(C)cc4)c32)cc1
    0% | 6% | x
- CC(C)(C)[C@@H](O)C(Cc1ccc(Cl)cc1)n1cncn1 (stereo partly drawn)
    x | 13% | -2%
- COc1cc(Cl)c(NC(=O)CCS(=O)(=O)c2cc3c(cc2Cl)NC(=O)CO3)c(OC)c1
    -4% | 7% | x
- C/C(=N\O)c1ccn(S(=O)(=O)c2ccc(Cl)cc2)c1
    -2% | 9% | 6%
- Fc1ccc(COc2ccc(C(=S)N3CCCC3)cc2)cc1
    -14% | 2% | 3%
- Oc1ccccc1-c1nc(-c2cccs2)c(-c2cccs2)[nH]1
    -2% | 5% | x
- CSc1ccccc1NC(=O)C1CC(c2ccccc2Cl)=NO1 (stereo not drawn)
    1% | -16% | -7%
- CC(C)c1nc(C(=O)N2CCCC(CCC(=O)N(C)CCc3ccccn3)C2)cs1 (stereo not drawn)
    1% | 4% | 12%

(continued)
Values in the order – FEN1 inhibitor | TDP1 block | N370S GC
- COc1cccc(CN2CCN(C(c3ccccc3)c3ccccc3)CC2)c1O
    -1% | 7% | -16%
- CCN(CC)S(=O)(=O)c1ccc(CNC(=O)CN2C(=O)NC3(CCc4ccccc43)C2=O)cc1 (stereo not drawn)
    -2% | -3% | 2%
- Cc1ccc(-c2noc(-c3nnn(-c4ccc(Br)cc4F)c3C)n2)cc1
    8% | -3% | x
- CCc1ccc(S(=O)(=O)Nc2cccc(-c3ccc(OC)nn3)c2)s1
    -6% | 4% | x
- CNc1c(NC(=O)COc2ccc(Cl)cc2)c(=O)oc2ccccc12
    -4% | 3% | -5%
- COCCNCCCCSc1ccc(Cl)cc1
    -10% | -1% | 1%
- Cc1c(C(=O)NCc2ccccn2)oc2ccccc12
    -2% | 0% | 2%
- CCOc1ncccc1C(=O)OCC(=O)Nc1cccc(S(N)(=O)=O)c1
    -7% | 3% | -8%
- CCOC(=O)C1(Cc2ccccc2)CCN(Cc2cccc(OC)c2O)CC1
    -10% | 7% | 0%
- CCOC(=O)C1ON2CCCCC2C1(O)C(F)(F)F (stereo not drawn)
    -10% | -3% | 1%
- O=C(O)c1ccc(/C=C2\SC(=S)N(NC(=O)c3ccccc3[N+](=O)[O-])C2=O)cc1
    -6% | x | -16%
- CCCc1nn2c(=O)cc(COC(=O)c3ccccc3NC(=O)c3ccc(Cl)cc3)nc2s1
    2% | 4% | x
- Cc1nn(Cc2ccccc2Cl)c(Cl)c1/C=C/C(=O)OCC(=O)NC1CCS(=O)(=O)C1 (stereo not drawn)
    1% | 0% | 17%
- Cc1oc(-c2ccc(C(=O)Nc3ccc(F)cc3)cc2)nc1COc1ccccc1
    3% | 0% | x
- O=C(NC1CCS(=O)(=O)C1)C1CCCCN1S(=O)(=O)c1ccc(Cl)cc1 (stereo not drawn)
    9% | 1% | 0%

Entries of single compounds as entered above.
CCOc1ncccc1C(=O)OCC(=O)Nc1cccc(S(N)(=O)=O)c1 as listed: FEN1 inhibitor: -7%; TDP1 block: 3%; N370S GC: -8%
CNc1c(NC(=O)COc2ccc(Cl)cc2)c(=O)oc2ccccc12 as listed: FEN1 inhibitor: -4%; TDP1 block: 3%; N370S GC: -5%
Cc1nn(Cc2ccccc2Cl)c(Cl)c1/C=C/C(=O)OCC(=O)NC1CCS(=O)(=O)C1 (stereo not drawn) as listed: FEN1 inhibitor: 1%; TDP1 block: 0%; N370S GC: 17%

Continuation.
Values in the order – FEN1 inhibitor | TDP1 block | N370S GC
- Cc1ccc(Nc2nc(-c3ccc(S(=O)(=O)N4CCOCC4)cc3)cs2)cc1Cl
    -2% | 8% | -10%
- CCOc1ccc(C2C(C#N)=C(N)Oc3cc(C)n(CCN4CCOCC4)c(=O)c32)cc1OCC (stereo not drawn)
    3% | -2% | -7%
- CCCOc1ccc(C2C(=O)N(C3CCCCCC3)CC(=O)N2Cc2ccccc2OC)cc1OC (stereo not drawn)
    3% | 3% | x
- Cc1ncc(S(=O)(=O)c2ccccc2)c(-c2ccc(Cl)cc2Cl)n1
    -10% | 5% | 11%
- Cc1cc(OCC(=O)NCCN2CCOCC2)cc(C)c1Cl
    13% | 3% | -6%
- COc1ccc(Br)cc1CN1CCC(N2CCCC2)CC1
    9% | 5% | -11%
- COc1ccc(C(=O)N2CCCC2(C#N)c2ccccc2)cc1[N+](=O)[O-] (stereo not drawn)
    -1% | x | -11%
- O=C1C2CCCN2C(=O)N1CCCCN1CCN(c2ccccc2)CC1 (stereo not drawn)
    1% | 0% | 17%
- CC1(C)Cc2nc3scc(NC(=O)c4ccccc4)c3cc2CO1
    -1% | 4% | 15%
- CCN(C1CCCCC1)S(=O)(=O)CCNC(=O)c1ccccc1
    -18% | -6%[0.505 µM] | 0%
- COc1ccc(CC(=O)Oc2ccc(F)c(F)c2)cc1S(=O)(=O)N1CCOCC1
    4% | -2% | -6%
- COc1ccc(CC(=O)NNC(=O)c2cccs2)cc1
    -13% | 6% | 15%
- Cc1ccc(NS(=O)(=O)c2ccc3[nH]c4c(c3c2)CCCCCC4)cc1Cl
    -20% | 8% | x
- C[C@]12CC[C@@H]3c4ccc(OS(=O)(=O)O)cc4CC[C@H]3[C@@H]1CCC2=O
    14%&-2% | -5% | 5%&0%
- CCc1ccc(NCc2cccn2-c2nnc(N3CCCCCC3)s2)cc1
    -19% | 5% | x
